# Assay outcomes: PubChem BioAssay, Broad Institute
# LGR2 antag: blocks bursicon-induced cAMP signaling via Drosophila LGR2 | 0.35% of 380,000 active | inhibition, % at 9.99 µM | HEK293 LGR2, CRE-luciferase, bursicon-stimulated, 4 h | AID 720647;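 active = drop in luminescence signal, shown as inhibition above about 50% in the replicate tests, limit read from the data, passing the limit was not always enough; inconclusive = probably only some replicates passing the limit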;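 note: agonist challenge used bursicon conditioned medium at about half maximal strength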
# FN deposition inh: fibronectin deposition inhibition; inhibition, % at 12.6 µM; AH1F fibroblasts, Alexa488-fibronectin deposition fluorescence, overnight; AID 743247; 0.086% of 350,000 active;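 active = mean inhibition across replicates of 30% or more, regardless of how many single replicates reach that level; inconclusive = mean under 30% yet at least half of replicates reach 30%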;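 note: positive control wells lacked labelled fibronectin entirely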
#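 Material: AH1F fibroblast monolayer depositing Alexa488-labelled fibronectin into matrix / Amount: 10000 AH1F cells per well / Signal: fluorescence 485/525 nm / Medium: DMEM, 2% serum / Compound: single dose, pinned / Incubation: 1 h cell adhesion before compound, then overnight fibronectin incubation / Reagent: Alexa488-FN, 24 nM final / Read-out: inhibition of fibronectin deposition signal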
# SIRT5 inh: sirtuin-5 (human) deacylase inhibition. 1.1% of 330,000 active. Purified SirT5, succinyl-peptide AMC, trypsin-coupled fluorescence. AID 652115. inhibition, % at 15 µM. Q9NXA8; in the data active = inhibition above about 15%; inconclusive = no clear call, values can overlap the other calls
# Target sequence (Q9NXA8 whole entry, looked up): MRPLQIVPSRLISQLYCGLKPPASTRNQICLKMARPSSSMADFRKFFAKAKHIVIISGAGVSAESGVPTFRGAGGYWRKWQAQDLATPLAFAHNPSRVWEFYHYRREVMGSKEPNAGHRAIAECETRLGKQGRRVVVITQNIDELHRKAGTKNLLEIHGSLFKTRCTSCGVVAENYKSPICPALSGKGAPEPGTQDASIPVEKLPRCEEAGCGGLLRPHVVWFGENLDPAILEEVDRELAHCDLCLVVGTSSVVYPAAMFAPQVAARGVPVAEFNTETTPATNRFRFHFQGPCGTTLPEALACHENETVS
# Statin myotox sup: protects C2C12 myotubes from simvastatin toxicity; ATP luminescence, 48 h; scaled: DMSO 0, geranylgeraniol control 100; AID 602340; 0.78% of 330,000 active; rescue of ATP level, % at 7.49 µM;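 active = mean ATP rescue above about 67%, or every replicate alone reaching that limit, limit read from the data, passing the limit was not always enough; inconclusive = no clear call, values can overlap the other calls; inactive = mean under the limit and some replicate under it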;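 note: myotubes were challenged with 10 µM simvastatin during compound exposure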
# esBAF inh: blocks esBAF chromatin remodeling in mouse ES cells | Bmi1-luciferase knock-in reporter, 24 h; 100% = twice the neutral-well signal | reporter increase, % at 12.5 µM | 2% of 350,000 active; in the data active = activation above about 40%; inconclusive = no clear call, values can overlap the other calls;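 note: 0% = median of the plate's neutral control wells and 100% = double that signal; a rise in the Bmi1 reporter signal indicates esBAF inhibition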
# S100A4 MyoIIA: inhibitors of human S100A4 binding to myosin IIA peptide; P26447; S100A4/TAMRA-MyoIIA peptide fluorescence polarization; inhibition, % at 10.7 µM; AID 652163; 0.14% of 360,000 active;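 active = mean inhibition of at least 70% across replicates, with every replicate also reaching that level; inconclusive = mean inhibition reaches 70% but some replicates fall short; inactive = mean inhibition below 70%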
# Target sequence (P26447 whole entry, looked up): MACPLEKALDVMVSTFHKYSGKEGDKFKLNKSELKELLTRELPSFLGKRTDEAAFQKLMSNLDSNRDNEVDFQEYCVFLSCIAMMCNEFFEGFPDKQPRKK
#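 Test system: S100A4 monomer protein. Medium: HEPES buffer with Ca2+, pH 7.2. Reagent: fluorescent myosin IIA peptide, 5 nM. Compound dosing: single-point compound testing. Timing: 5 min between mix addition and reading. Benchmarks: DMSO neutral and TFP positive wells.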
# CASP6 VEID inh: caspase-6 (human) enzyme inhibition | P55212 | purified caspase-6, Z-VEID-R110 cleavage fluorescence | inhibition, % at 12.5 µM | 0.53% of 350,000 active | AID 686996;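 active = mean inhibition across replicates at least about 35%, with every replicate also reaching that limit, limit read from the data; inconclusive = only one of the two criteria met; inactive = neither criterion met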;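 note: 0% = median of neutral control wells and 100% = no fluorescence left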
# Target sequence (P55212 24-179 limits assumed): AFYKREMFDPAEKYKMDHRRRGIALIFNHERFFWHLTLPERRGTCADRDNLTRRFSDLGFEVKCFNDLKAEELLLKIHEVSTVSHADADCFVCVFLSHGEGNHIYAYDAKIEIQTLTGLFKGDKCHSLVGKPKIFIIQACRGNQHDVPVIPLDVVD
# Target sequence (P55212 194-293 limits assumed): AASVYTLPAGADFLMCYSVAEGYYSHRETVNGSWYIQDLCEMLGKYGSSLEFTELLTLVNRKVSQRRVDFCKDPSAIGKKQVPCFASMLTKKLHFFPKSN
# Active calls of the source: *; ? = inconclusive; · = not tested or not shown. An excerpt. The share of hits here may be higher or lower than overall.
1: COc1cccc(-c2csc(NC3OC(=O)c4c3ccc(OC)c4OC)n2)c1 (stereo not drawn)
2: O=c1[nH]cnc2c1sc1nc(C(F)F)cc(-c3ccccc3)c12
3: O=C(OCC(=O)C12CC3CC(CC(C3)C1)C2)c1ccc(CO)cc1
4: CCOC(=O)CCSc1cc(C)c2ccccc2n1
5: COc1ccc(OC)c(S(=O)(=O)n2c([N+](=O)[O-])cnc2C)c1
6: COc1cccc(CNC(=O)CCS(=O)(=O)c2ccc3c(c2)CC(C)N3C(=O)C2CC2)c1 (stereo not drawn)
screen / no.	1	2	3	4	5	6
LGR2 antag	-28	10	-13	-8	-4	-2
FN deposition inh	1	-3	4	2	3	4
SIRT5 inh	5	0	-3	1	2	1
Statin myotox sup	·	5	-3	·	1	4
esBAF inh	·	-9	1	·	-5	-2
S100A4 MyoIIA	2	0	2	8	-3	2
CASP6 VEID inh	0	0	1	0	-3	4

7: CNC[C@@H]1Oc2ccc(NS(=O)(=O)c3cccs3)cc2C(=O)N([C@@H](C)CO)C[C@@H]1C
8: CCOc1ccc(NC(=O)CN(C)C(=O)CN2C(=O)C3CCCCC3C2=O)cc1OCC (stereo not drawn)
9: O=C(NCc1ccccc1)c1ccc(NS(=O)(=O)c2cccs2)cc1
10: COc1ccc(S(=O)(=O)Nc2cc3c(C(C)=O)c(C)oc3c3ccccc23)cc1
11: CC(C)CC#Cc1cnc2c(c1)C(=O)N([C@H](C)CO)C[C@H](C)[C@H](CN(C)C(=O)Nc1ccccc1F)O2
12: Cn1c(CNc2ccccc2O)nc2ccccc21
screen / no.	7	8	9	10	11	12
LGR2 antag	-3	-3	26	·	-14	-58
FN deposition inh	-7	-3	1	-10	-29	-14
SIRT5 inh	5	-2	-2	·	-4	0
Statin myotox sup	19	-4	4	-79	-7	29
esBAF inh	3	1	-1	-8	1	48*
S100A4 MyoIIA	-1	-1	-1	·	-5	-7
CASP6 VEID inh	-3	-1	1	·	2	4

13: Cc1cc(-c2nc3ncccc3o2)ccc1N
14: CCc1cc2c(CN(C)Cc3ccccc3F)cc(=O)oc2cc1O
15: COc1ccc(CNC(=O)C(=O)NCC2CCCN2S(=O)(=O)c2ccccc2)cc1 (stereo not drawn)
16: CCOn1c(=O)c(-c2ccc(Br)cc2)[n+]([O-])c2ccccc21
17: COc1ccc(C)cc1S(=O)(=O)N1CCCC(N2CCN(c3ccccc3)CC2)C1 (stereo not drawn)
18: CC(=O)c1ccc(-c2cnc3c(NC=O)cc(-c4ccc(N5CCN(C)CC5)cc4)cn23)cc1
screen / no.	13	14	15	16	17	18
LGR2 antag	·	2	5	6	-1	-41
FN deposition inh	8	-7	-2	7	9	·
SIRT5 inh	·	0	-2	0	·	·
Statin myotox sup	100*	9	11	4	-6	0
esBAF inh	?	-6	-12	-6	-1	5
S100A4 MyoIIA	·	2	-2	3	-3	-3
CASP6 VEID inh	·	-2	3	0	-4	-32

19: Cc1nn(C)cc1C(=O)Nc1ccc2c(c1)OCCO2
20: CN1C(=O)[C@H]2[C@@H](C3CC3)N3C(=O)CN(CCO)C(=O)[C@@]3(Cc3ccccc3)[C@H]2C1=O
21: Cc1ccccc1N1C(=O)c2cccc3cccc(c23)C1=O
22: CO[C@H]1CN(C)C(=O)c2ccc(NC(=O)c3ccc(F)cc3)cc2OC[C@H](C)N(C(C)=O)C[C@H]1C
23: CNC(=O)C[C@@H]1CC[C@H]2[C@H](COc3ccc(NC(=O)Nc4c(C)noc4C)cc3C(=O)N2C)O1
24: Cc1cccc(-c2ccc([C@H]3[C@H](CO)N4CCCCN(S(=O)(=O)c5ccccc5C)C[C@@H]34)cc2)c1
screen / no.	19	20	21	22	23	24
LGR2 antag	2	-11	-17	11	6	21
FN deposition inh	1	5	-4	-7	-10	·
SIRT5 inh	0	-9	·	·	·	6
Statin myotox sup	0	-6	4	-2	-9	·
esBAF inh	-4	-8	2	-3	-3	·
S100A4 MyoIIA	26	-3	-8	·	·	15
CASP6 VEID inh	0	2	-1	·	·	0

25: Cc1nc(C)c(-c2csc(Nc3ccc(C(=O)O)c(O)c3)n2)s1
26: CC(=O)C1=C(C)NC(=S)NC1c1cccc([N+](=O)[O-])c1 (stereo not drawn)
27: C=CCC(NC(=O)Cc1ccccc1)C(=O)NCCC (stereo not drawn)
28: COc1ccc2nc(NC(=O)NC3CCCCC3)sc2c1
29: C/C(Cc1ccccc1)=N\NC(=O)CNC(=O)c1ccc2c(c1)OCCO2
30: COc1cccc(C(=O)Nc2ccc3c(c2)C(=O)N(C)[C@H]2CC[C@@H](CC(=O)N[C@@H](C)c4ccccc4)O[C@@H]2CO3)c1
screen / no.	25	26	27	28	29	30
LGR2 antag	4	17	-10	-47	·	-2
FN deposition inh	1	2	-11	2	-7	2
SIRT5 inh	12	5	·	-5	0	11
Statin myotox sup	1	·	4	·	·	-18
esBAF inh	-2	·	0	·	·	-5
S100A4 MyoIIA	2	2	-15	-1	0	-14
CASP6 VEID inh	1	1	0	3	1	5

31: CC(=O)c1ccc(N2CCN(S(=O)(=O)c3ccc4c(c3)CC(C)N4C(C)=O)CC2)cc1 (stereo not drawn)
32: Cc1cc(N=O)no1
33: O=S1(=O)N[C@H](Cc2ccccc2)COc2cc(N3CCN(Cc4ccccc4F)CC3)ccc21
34: O=C1CCC(=O)N1c1nc2nc(-c3ccccc3)cc(-c3ccccc3)n2n1
35: COCC(=O)N1[C@H](C#N)[C@H](c2ccccc2-c2ccccc2)[C@@H]1CO
36: CCCCCCOc1ccc(C(=O)n2cnc(N)n2)cc1
screen / no.	31	32	33	34	35	36
LGR2 antag	-18	3	-7	·	22	·
FN deposition inh	-6	2	3	1	-4	5
SIRT5 inh	1	·	-2	·	0	·
Statin myotox sup	10	·	·	61	·	-17
esBAF inh	7	·	·	-3	·	-8
S100A4 MyoIIA	0	6	1	·	1	·
CASP6 VEID inh	-1	-2	0	·	-2	·

37: Cc1c(C(=O)Nc2c(F)cc(F)cc2Br)sc2ncn(CC(=O)N3CCCC3)c(=O)c12
38: COc1ccccc1CNC(=O)C[C@H]1C[C@H]2c3cc(NC(=O)c4cccnc4)ccc3O[C@H]2[C@@H](CO)O1
39: O=C(CCNC(=O)c1ccccc1Cl)Nc1cc(C(F)(F)F)ccc1Cl
40: CCOc1ccc(NC(=O)COc2ccc(N3CC(C(N)=O)CC3=O)cc2)cc1 (stereo not drawn)
41: Cc1ccc(CCNC(=O)C23CN(Cc4ccccc4)CC2C(c2cccc([N+](=O)[O-])c2)=NO3)cc1 (stereo not drawn)
42: COc1ccc(NC(=O)CN(C)C(=O)c2ccc3c(c2)S(=O)(=O)N=C2CCCCCN23)cc1
screen / no.	37	38	39	40	41	42
LGR2 antag	9	4	·	-19	·	-13
FN deposition inh	-28	·	-8	4	-4	7
SIRT5 inh	-1	-1	-6	0	-3	-5
Statin myotox sup	-3	-3	·	1	0	4
esBAF inh	4	-1	·	1	2	-3
S100A4 MyoIIA	6	-5	4	3	-2	1
CASP6 VEID inh	5	0	-1	4	-3	1

43: C#CCN(C(=O)c1ccc(OC)c(OC2CCN(C(C)C)CC2)c1)C1CCCCC1
44: C[C@@H]1CN([C@@H](C)CO)C(=O)c2cc(NC(=O)C3CCCCC3)ccc2O[C@H]1CN(C)S(=O)(=O)c1ccccc1
45: Cc1ccccc1S(=O)(=O)N1CC(=O)N2[C@H](CO)[C@H](c3ccc(C#CC4CC4)cc3)[C@H]2C1
46: O=C(COC(=O)c1ccc(Br)o1)NCc1ccccc1Cl
47: Cc1ccc(NC(=O)/C=C/c2ccc([N+](=O)[O-])s2)c(C)c1
48: CC(=O)Nc1ccc(S(=O)(=O)N2CCC(C(=O)NCCC(=O)Nc3ccccc3)CC2)cc1
screen / no.	43	44	45	46	47	48
LGR2 antag	3	12	-2	9	23	-13
FN deposition inh	11	·	·	-9	0	5
SIRT5 inh	0	-2	2	-2	4	-11
Statin myotox sup	5	-11	·	-1	·	-7
esBAF inh	0	-1	·	-4	·	1
S100A4 MyoIIA	8	-4	13	-2	-1	-8
CASP6 VEID inh	-2	0	-2	-3	-2	1

49: O=C(O)C/C=C(\NC(=O)OCc1ccccc1)C(=O)OCc1ccccc1
50: COCCC(=O)N1CCC(Oc2ccc(C(=O)NCCC3=CCCCC3)cc2)CC1
51: CC(C)Oc1ccc(CNC(=S)Nc2ccccc2)cc1Cl
52: Nc1ccc(-c2nc3cc(N)ccc3o2)cc1
53: C[C@H]1CN([C@@H](C)CO)S(=O)(=O)c2ccc(-c3cncnc3)cc2O[C@H]1CN(C)C(=O)C1CC1
54: CCOC(=O)C1(C)CCCN1C(=O)c1cccc(F)c1 (stereo not drawn)
screen / no.	49	50	51	52	53	54
LGR2 antag	-9	5	-1	-22	17	19
FN deposition inh	8	-7	-1	-1	3	-18
SIRT5 inh	1	-4	0	-1	·	-3
Statin myotox sup	·	8	-8	9	37	-16
esBAF inh	·	6	5	4	0	-9
S100A4 MyoIIA	2	-4	1	-9	·	2
CASP6 VEID inh	5	2	2	-2	·	-3

55: CC1(C)N=C(N)N=C(N)N1c1cccc(C(=O)O)c1
56: COc1ccc(NC(=O)CNC(=O)Cc2cccc3ccccc23)c(OC)c1
57: Cc1ccccc1-c1nnn(CC(=O)Nc2cccc(S(N)(=O)=O)c2)n1
58: O=[N+]([O-])c1ccccc1Oc1ncccc1[N+](=O)[O-]
59: COc1ccc(-n2cnc3cc([N+](=O)[O-])ccc32)cc1
60: CC(=O)c1ccc(N(C(=O)CNC(=O)c2ccco2)C(C(=O)NC2CCCC2)c2ccco2)cc1 (stereo not drawn)
screen / no.	55	56	57	58	59	60
LGR2 antag	-5	9	-1	-20	2	-1
FN deposition inh	-6	6	5	2	-5	0
SIRT5 inh	·	7	·	-2	0	1
Statin myotox sup	14	8	·	-2	·	-1
esBAF inh	16	-5	·	1	·	0
S100A4 MyoIIA	·	8	7	7	-2	-8
CASP6 VEID inh	·	-1	-3	-1	2	1

61: COc1ccccc1NS(=O)(=O)c1ccc(C(=O)NCC2(N(C)C)CCCCC2)cc1
62: O=C(C[N+]1(CC#Cc2ccccc2)CCCCC1)c1ccc(Cl)cc1
63: CC(C)CC#Cc1cnc2c(c1)C(=O)N([C@@H](C)CO)C[C@@H](C)[C@@H](CN(C)S(=O)(=O)c1cn(C)cn1)O2
64: O=C1CC(C(=O)N2CCOCC2)C2(CCCCC2)O1 (stereo not drawn)
65: Cc1ccc(S(=O)(=O)N2C[C@@H](C)[C@]3(C2)[C@H](O)[C@H](OC(=O)NC2CC2)C[C@H]2C(=O)N(c4ccccc4)C(=O)[C@H]23)cc1
screen / no.	61	62	63	64	65
LGR2 antag	17	11	-16	4	2
FN deposition inh	-3	-9	1	·	-10
SIRT5 inh	-1	-6	-10	3	·
Statin myotox sup	-1	·	-4	-2	6
esBAF inh	0	·	-2	10	-3
S100A4 MyoIIA	-1	-3	11	2	-6
CASP6 VEID inh	-2	-3	-4	0	0

# One compound at a time, from the list above. Screens in order: LGR2 antag | FN deposition inh | SIRT5 inh | Statin myotox sup | esBAF inh | S100A4 MyoIIA | CASP6 VEID inh
# Shown for CC(C)CC#Cc1cnc2c(c1)C(=O)N([C@@H](C)CO)C[C@@H](C)[C@@H](CN(C)S(=O)(=O)c1cn(C)cn1)O2 → -16 | 1 | -10 | -4 | -2 | 11 | -4
# Shown for O=C(C[N+]1(CC#Cc2ccccc2)CCCCC1)c1ccc(Cl)cc1 → 11 | -9 | -6 | · | · | -3 | -3
# Shown for O=C1CC(C(=O)N2CCOCC2)C2(CCCCC2)O1 (stereo not drawn) → 4 | · | 3 | -2 | 10 | 2 | 0
# Shown for COc1ccccc1NS(=O)(=O)c1ccc(C(=O)NCC2(N(C)C)CCCCC2)cc1 → 17 | -3 | -1 | -1 | 0 | -1 | -2
